Screens: PubChem, National Center for Advancing Translational Sciences (NCATS)
ERK EGF block – EGF-driven ERK pathway inhibition | HEK293-V1b, EGF-stimulated phospho-ERK AlphaScreen | Potency, µM (highest dose often 11.5 µM), for inactives: top-dose activity change, negative = inhibition, hits mostly inhibitors | 130,000 tested, 0.41% active; active = well fitted inhibition curve with a large enough effect; inconclusive = small, poorly fitted or top-dose-only effect, or effect the other way;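 note: plate controls were stimulated vehicle wells for no effect and unstimulated vehicle basal for full effect; nearly all actives have a fitted effect of over 55% in size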
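Cell line HEK293 (stable V1b), low serum overnight. Pretreatment: compound 30 min, 37C. EGF 25 nM, 5 min. Detection: SureFire AlphaScreen, 5 h RT. AC50 via standard Hill equation.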
Starred values were filed as active, the others as inactive; ? = inconclusive; & = joins results of further samples; ! = a repeat was not active; [ ] = remark or other dose. Potency is the fitted concentration of half-maximal effect. Some of the compounds tested; rates above refer to the full screens.

SMILES	ERK EGF block
CCN(CC)C(=O)CSc1nnc(-c2ccccn2)n1Cc1ccccc1	-6%[57.5 µM]
CCCNC(=O)CSc1nnc(-c2ccc(F)cc2)o1	-13%
COc1ccc(OCC(=O)Nc2ccc(Cl)cc2)cc1	6%
O=C(N/N=C/c1cccnc1)C1CC1(c1ccccc1)c1ccccc1 (configuration not stated)	1%
CC(c1nccs1)N(C)C(=O)CCc1nnc(Cc2c[nH]c3ccccc23)o1 (configuration not stated)	-2%
OC(CNC1CCCCC1)CNC1CCCCC1	-3%
C=CCC1(N(C(C)=O)c2ccccc2C)CCCCC1	2%
CC(=O)Nc1ccc(S(=O)(=O)C(C#N)c2nc3ccccc3nc2NCCCO)cc1 (configuration not stated)	6%[57.5 µM]
Cc1ccc(/C=C/C(=O)O)cc1S(=O)(=O)NCc1ccco1	-3%
Cn1c(=O)cc(OCC(=O)NCCc2ccc(Cl)cc2)c2ccccc21	-4%
CCCOC(=O)c1c(NC(=O)CCC(=O)O)sc2c1CCCCC2	-4%
CNC(=O)CN(c1cc(OCCOC)c(Cl)cc1Cl)S(=O)(=O)c1ccc(OC)cc1	5%
O=C(/C=C/c1ccc(Cl)cc1)NCCc1ccccc1	-25%[57.5 µM]
CCOc1ccc(NC(=O)CCC(=O)NNC(=O)COc2ccccc2C)cc1	1%
O=C(O/N=C1\CCS(=O)(=O)c2sccc21)c1ccc(F)cc1	-7%
NC(=S)n1[nH]c(-c2ccc([N+](=O)[O-])cc2)c(N=Nc2ccc(Cl)cc2)c1=O	?
CC(=O)Oc1ccc2c(C)cc(=O)oc2c1C(=O)c1ccccc1	5%
O=S(=O)(Nc1ccc(O)c(Sc2nc3ccccc3s2)c1)c1ccc(F)cc1	?
COc1ccc(C(=O)N2CCC[C@@]3(CCN(C(=O)Nc4ccccc4)C3)C2)cc1	-2%
O=C(O)C1C2CCC(O2)C1C(=O)Nc1ccc(F)cc1 (configuration not stated)	-9%
CNCCC=C1c2ccccc2C=Cc2ccccc21	-1%[25.7 µM]
O=S(=O)([N-]c1nc2ccccc2nc1-[n+]1ccccc1)c1ccc(F)cc1	-7%
Clc1ccc(Cc2nc(-c3ccncc3)no2)cc1	0%
Cc1cc(C)c2nc3nc(C)cc(C)c3c(N)c2c1	-26%
O=C(NNC1CC(=O)N(c2cccc(Cl)c2)C1=O)c1cccnc1 (configuration not stated)	-5%
Cn1ccnc1SCC(=O)n1c2c(c3ccccc31)CCCC2	-3%
Cc1ccc(NC(=S)/C(=C(\[O-])c2ccc(Cl)s2)[n+]2cccc(CO)c2)cc1C	-5%
COc1cc(CN2CCNC(=O)C2CC(=O)O)cc(OC)c1 (configuration not stated)	-3%
CC(C)[C@H](NC(=O)c1ccccc1Cl)C(=O)NC1CCCCCC1	-7%
COc1ccc(OC)c(NC(=S)NCc2ccccc2OC)c1	-7%
CN(C)c1ncc2nc(-c3ccc(F)cc3)c(=O)n(CCC#N)c2n1	4%
COC(=O)C(C)NC(=O)COc1ccc2ccccc2c1 (configuration not stated)	3%
O=C(COC(=O)c1cccc(C(=O)OCC(=O)NCc2ccc(F)cc2)n1)NCc1ccc(F)cc1	8%
COCc1cc(CN2CCCC(CNC(=O)c3ccc(F)cc3)C2)ccc1OC (configuration not stated)	-11%[57.5 µM]
CCOC(=O)c1sc(NC(=O)CSc2n[nH]c(CC(C)C)n2)nc1C	2%
Cc1nn(C(C)C)c(C)c1CN1CCCC(C(=O)c2cccc(OC(C)C)c2)C1 (configuration not stated)	1%
O=c1cc(N2CCN(c3ccccc3)CC2)[nH]c(=O)n1-c1ccccc1	-5%
CCC(C)[C@H](NC(=O)Nc1ccccc1F)C(=O)O (some centres not stated)	-10%[57.5 µM]
O=C(O)c1ccc(NC2CC(=O)N(Cc3ccccc3)C2=O)cc1 (configuration not stated)	4%
Cc1cc(NC(=O)CSCC(=O)N(c2cccc(Cl)c2)C(C(=O)NC2CCCCC2)c2ccc(O)c(O)c2)no1 (configuration not stated)	5%

A second format for part of the listing above.
smiles: Clc1ccc(Cc2nc(-c3ccncc3)no2)cc1
  ERK EGF block: 0%

smiles: Cc1cc(C)c2nc3nc(C)cc(C)c3c(N)c2c1
  ERK EGF block: -26%

smiles: O=C(NNC1CC(=O)N(c2cccc(Cl)c2)C1=O)c1cccnc1 (configuration not stated)
  ERK EGF block: -5%

Single values from the list.
O=S(=O)([N-]c1nc2ccccc2nc1-[n+]1ccccc1)c1ccc(F)cc1 in ERK EGF block is listed with -7%
Cc1ccc(NC(=S)/C(=C(\[O-])c2ccc(Cl)s2)[n+]2cccc(CO)c2)cc1C in ERK EGF block is listed with -5%
Cc1cc(C)c2nc3nc(C)cc(C)c3c(N)c2c1 in ERK EGF block is listed with -26%
Cc1nn(C(C)C)c(C)c1CN1CCCC(C(=O)c2cccc(OC(C)C)c2)C1 (configuration not stated) in ERK EGF block is listed with 1%

Further results follow:
SMILES	ERK EGF block
Cc1c(C(=O)OCC(=O)Nc2cccc(S(N)(=O)=O)c2)oc2c1ccc1ccccc12	-12%
CC1CC(=O)Nc2ccc([N+](=O)[O-])cc2N1C (configuration not stated)	8%
CC1=C(/C=C/C(C)=C/C=C/C(C)=C/CO)C(C)(C)CCC1	-11%&-8%
CCOc1ccc(C2c3[nH]c4ccccc4c3CCN2Cc2cn(CC)nc2C)cc1 (configuration not stated)	4%
COc1ccc(C(=O)/C=C2/c3ccccc3CC(C)(C)N2C)cc1	-12%[57.5 µM]
COc1cc(C)ccc1OCCCOc1c(Cl)cccc1Cl	7%
O=C1NC(=S)N/C1=C/c1cccnc1	1%[57.5 µM]
C#CCOCCOCCOCCNc1nc(N2CCOCC2)nc(N2CCN(C(=O)[C@H](CCCCN)n3cc([C@@H](N)C(C)CC)nn3)CC2)n1 (some centres not stated)	1%[57.5 µM]
COC(=O)N/N=C/c1c(C)c(C(=O)c2ccc(F)cc2)n2ccccc12	-2%
CNC(=O)CC1C(=O)N(c2ccc(OC)cc2)C(=S)N1NC(=O)c1cccc(F)c1 (configuration not stated)	15%[57.5 µM]
COc1ccccc1CNCCCCCCNCCCCCCCCNCCCCCCNCc1ccccc1OC	3%
OC(CC#CCN1CCCC1)(c1ccccc1)c1ccccc1	11%[57.5 µM]
CN(C)CCOC(=O)C12CC3CC(C1)CC(C(=O)OCCN(C)C)(C3)C2	7%[57.5 µM]
O=C(Cn1c2c(c(-c3ccccc3)cc1=O)CCCC2)N1CCCCCC1	-2%
Cc1ccc(S(=O)(=O)CC(C)(O)CS(=O)(=O)c2ccc(C)cc2)cc1	-8%[57.5 µM]
COc1ccc(C2Nc3ccccc3C(=O)N2NS(=O)(=O)c2ccccc2)cc1OC (configuration not stated)	-13%
CCN(CC)S(=O)(=O)c1cccc(-c2nnc(SCC(=O)N3CCC(C(=O)O)CC3)n2N)c1	5%
COCCn1c(=NC(=O)C2COc3ccccc3O2)sc2cc(S(N)(=O)=O)ccc21 (configuration not stated)	-4%
Cc1[nH][nH]c(=O)c1C(c1ccc([N+](=O)[O-])cc1)c1c(C)[nH][nH]c1=O	3%[57.5 µM]
Cc1nnc(Sc2cc(C(=O)NCCCOC(C)C)c3ccccc3n2)s1	-10%[57.5 µM]
O=C(NNC(=O)c1nn(-c2ccc(F)cc2)ccc1=O)Nc1cccc(Cl)c1	5%[57.5 µM]
Cc1ccc(S(=O)(=O)NC(=O)Nc2cccc(C)n2)cc1	-3%[57.5 µM]
CCC(=O)N1CCN(c2ccc(NC(=O)c3ccc(N4CCCC4)c([N+](=O)[O-])c3)cc2)CC1	-4%
C=CCC(Nc1ccccc1)c1cccc(OC)c1OC (configuration not stated)	13%[57.5 µM]
COc1ccc(/C=N\NC(=O)c2ccc(=O)[nH]n2)cc1O	9%
Cc1ccc(-c2cc3nc(-c4ccc(Br)cc4)cc(N)n3n2)cc1	-11%
COC(=O)CCCC[C@@H]1SC[C@@H](NC(=O)OC)[C@@H]1NC(=O)OC	6%
Cc1ccc(S(=O)(=O)N2CCCC(C(=O)Nc3ccc(NC(=O)c4ccccn4)cc3)C2)cc1 (configuration not stated)	5%
CC(=O)Nc1cc(ON=C(C)C)cc([N+](=O)[O-])c1	-3%
C=CCn1c(-c2cccnc2)n[nH]c1=S	31%
Cc1ccc(NC(=O)Cn2ccc([N+](=O)[O-])n2)cc1Cl	0%
O=C(Nc1ccc(OC(F)(F)F)cc1)c1[nH]ncc1[N+](=O)[O-]	-1%
CCOC(=O)NC(=O)C(=CNc1cccc(C)c1)C(=O)NC(=O)OCC	6%
Clc1ccccc1C(c1ccccc1)(c1ccccc1)n1ccnc1	22µM*!
CCCCN1C(=O)C(O)=C(C(C)=O)C1c1ccccc1[N+](=O)[O-] (configuration not stated)	3%
COc1ccc(CCN=C(N)NS(=O)(=O)c2ccccc2)cc1	11%
O=[N+]([O-])c1ccc(O)c(/C=N/n2c(CO)nc3ccccc32)c1	1%[57.5 µM]
COc1ccccc1C(=O)OCC(=O)c1cccc([N+](=O)[O-])c1	-5%
CCOc1ncccc1C(=O)N1CCN(S(=O)(=O)c2ccccc2)CC1	-7%
Nc1nc(N)nc(-c2ccccc2-c2nc(N)nc(N)n2)n1	7%[57.5 µM]
Cc1cccc(NC(=O)C2(c3cccs3)CCOCC2)n1	-8%
CCCNC(=S)Nc1c(C)n(C)n(-c2ccccc2)c1=O	-1%
O=CN(c1ccccc1)c1ccc2ccccc2c1	2%
CN(C)C(=O)COc1ccc(Oc2ccccc2)cc1	1%
COc1ccc(N2CCN(C(=O)/C(C#N)=C/c3ccccc3)CC2)cc1	8%
COc1ccc2nc(N3C(=O)/C(=C/c4ccccc4)NC3=S)sc2c1	-1%
C=CCNC(=O)c1ccccc1CCc1ccccc1	1%
CC(=O)Nc1ccc(/C(C)=N/NC(=O)c2ccncc2)cc1	0%
COC(=O)N1C(C)=Cc2ccccc2C1C/C(C)=C/C(C)=O (configuration not stated)	-7%
COc1ccc(N(CC(=O)Nc2ccc3c(c2)OCO3)S(=O)(=O)c2ccc(C)cc2)cc1OC	-6%
O=C(CSc1nc2cc(S(=O)(=O)N3CCOCC3)ccc2o1)Nc1c(F)cccc1F	0%
O=C(c1ccc(S(=O)(=O)NCc2ccco2)cc1)N1CCCC1	2%
CCCCc1ccc(NC(=O)N[C@H](C(=O)O)C(C)C)cc1	0%
C#CCn1c(-c2ccccc2)ccc(C#N)c1=O	-13%
CC(=O)c1c(O)cc(O)cc1CC(=O)O	0%[57.5 µM]
CN(C)Cc1ccccc1-c1nc(N2CCOCC2)c2ccccc2n1	31%
CC(C)C(=O)N1CCN(c2nc(-c3ccc(Cl)cc3)cs2)CC1	5%
Cc1ccc(C)c(SCC(=O)OCC(=O)N2CC(C)OC(C)C2)c1 (configuration not stated)	4%
Cc1cccc(/C=C/C(=O)c2ccc(NC3=NCCCS3)cc2)c1	7%
O=C(Nc1ccc(S(=O)(=O)N2CCCCC2c2cccnc2)cc1)c1ccccc1F (configuration not stated)	?
Following part
SMILES	ERK EGF block
CC(C)=NNc1nc(-c2ccccc2)cs1	1%
C[C@@]1(C(NC(=O)c2cccs2)c2ccc(-c3ccccc3)cc2)C[C@H]1C1CCCCC1 (some centres not stated)	10%
CC1CCN(C(=O)Cn2cnc3c(cnn3C(C)(C)C)c2=O)CC1	-8%
O=c1c([N+](=O)[O-])cccn1Cc1ccccc1Cl	0%
Cc1ccc(Nc2nnc(SCC(=O)Nc3cccc(S(=O)(=O)N4CCCCC4)c3)s2)cc1	-7%
O=C(c1cccc(F)c1)N1CCC2(CC1)CN(c1ccccn1)C2	5%
CCOC(=O)C1(CCc2ccccc2)CCN(Cc2ccccn2)CC1	-4%
COc1ccccc1N(CN1C(=O)c2ccccc2C1=O)C(=O)c1cccc(C)c1	-7%
CCn1c(SCC(=O)N/N=C/C=C/c2ccccc2[N+](=O)[O-])nnc1-c1ccc(Cl)cc1	2%
N#Cc1ccsc1NC(=O)CN1CCOCC1	-2%[57.5 µM]
CSc1ccc(C(=O)c2[nH]c(=O)[nH]c2C)cc1	-12%
COc1ccc(/C=N/Nc2nc(Nc3ccccc3)nc(N3CCCC3)n2)cc1	-2%
Cn1c(CNC(=O)c2cccs2)n[nH]c1=S	6%
COC(=O)C1=CO[C@@H](C)[C@H]2CN3CCc4c([nH]c5ccccc45)[C@@H]3C[C@H]12	17%&4%[25.7 µM]
Cc1ccc(C(=O)NCC(=O)OCC(=O)Nc2ncc(C(F)(F)F)cc2Cl)cc1	2%
CN(C)c1ccc(C2CC(=O)OC3=C2C(=O)CC(C)(C)C3)cc1 (configuration not stated)	4%
O=[N+]([O-])c1cccc(S(=O)(=O)N2CCCCCC2)c1	3%
NS(=O)(=O)c1ccc(C(=O)Nc2ccc(-c3nc4cccnc4s3)cc2)cc1	2%[57.5 µM]
COc1ccc(Cl)cc1-c1nc(SCC(=O)N(C)C)n[nH]1	-4%
Oc1ccc(N=Nc2ccc3c(c2)OCCO3)c2cccnc12	?

3 of the entries above in order of the ERK EGF block value, low to high.
Compound | ERK EGF block
CSc1ccc(C(=O)c2[nH]c(=O)[nH]c2C)cc1 | -12%
CC1CCN(C(=O)Cn2cnc3c(cnn3C(C)(C)C)c2=O)CC1 | -8%
CN(C)c1ccc(C2CC(=O)OC3=C2C(=O)CC(C)(C)C3)cc1 (configuration not stated) | 4%

Other records:
SMILES	ERK EGF block
Cc1c(NC(=S)NC(NC(=O)C(C)C)C(Cl)(Cl)Cl)c(=O)n(-c2ccccc2)n1C (configuration not stated)	-3%
CCN(C(=O)COC(=O)c1c(C)c(-c2ccccc2)nc2ccccc12)C1CCS(=O)(=O)C1 (configuration not stated)	-11%[57.5 µM]
COc1cccc(-n2c(O)c(C=NCc3ccccn3)c3ccccc3c2=O)c1	-7%[57.5 µM]
CSc1nc2ccccc2s1	-24%
CCCNC(=O)COC(=O)c1ccccc1C(=O)c1ccc(Cl)c([N+](=O)[O-])c1	?
